# Screening results (PubChem)
# Sm TGR block = qHTS Assay for the Inhibitors of Schistosoma Mansoni Peroxiredoxins | purified TGR, DTNB reduction, TNB absorbance 405 nm | Potency, µM (titrated, usually from 114 µM), for the others: at the highest dose activity change, negative = inhibition, actives largely listed as inhibitors | hit rate 3% among 360,000; note: potency is the fitted concentration of half-maximal effect; nearly all actives have a fitted effect of over 60% in size
#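 Kinetic colorimetric format: TGR-catalysed, NADPH-driven DTNB reduction monitored via TNB absorbance. Enzyme dispensed at 20 nM; compound exposure 15 min at room temperature before reaction start.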
# AmpC inh detg = qHTS Inhibitors of AmpC Beta-Lactamase (assay with detergent). P00811. Potency, µM (titrated, usually from 114 µM), without a hit: top-dose activity change, negative = inhibition, hits mostly inhibitors. AID 485294, 2010. hit rate 0.041% among 370,000. AmpC hydrolysis of nitrocefin, absorbance 480 nm, 0.01% Triton;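 note: potency is the fitted concentration of half-maximal effect; 0% = no-compound wells and -100% = no-enzyme wells; nearly all actives have a fitted effect of over 25% in size; some results filed as inactive show a strong effect at the top dose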
# Target sequence (P00811 whole entry, looked up): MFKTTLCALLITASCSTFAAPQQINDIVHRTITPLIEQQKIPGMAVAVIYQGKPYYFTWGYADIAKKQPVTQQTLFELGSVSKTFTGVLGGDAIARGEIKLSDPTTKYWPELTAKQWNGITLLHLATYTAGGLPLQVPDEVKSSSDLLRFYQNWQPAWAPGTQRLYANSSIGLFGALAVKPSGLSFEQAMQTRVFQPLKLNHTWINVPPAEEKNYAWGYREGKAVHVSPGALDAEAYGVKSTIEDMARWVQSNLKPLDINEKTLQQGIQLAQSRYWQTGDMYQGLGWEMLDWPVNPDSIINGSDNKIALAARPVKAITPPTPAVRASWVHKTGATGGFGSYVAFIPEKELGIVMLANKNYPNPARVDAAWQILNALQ
#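 AmpC (5.3 nM in the dispensed reagent) in 20 mM phosphate pH 7.0 with 0.01% (detergent screen) or 0.0001% Triton X-100 was preincubated with compounds for 15 min at room temperature. Nitrocefin was then added from an 800 uM solution, and hydrolysis was followed at 480 nm.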
# HCMV antiviral = qHTS Assay for inhibitors of the human cytomegalovirus (HCMV). HFF cells, HCMV-luciferase reporter, 72 h; hits give low values. activity change, negative = inhibition, % at 57.5 µM. hit rate 4.5% among 410,000; in the data active = activity change below about -60%; inconclusive = no clear call, values can overlap the other calls; inactive = above about -39%
#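 Cell-based, HFFs, 1000 cells/well, 16 h 37C; cpds in DMSO + HCMV-luc, MOI 1 PFU/cell; 72 h 37C; OneGlo luminescence after 5 min RT; norm. to buffer vs Salinomycin 10uM.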
# LmPK inhibitor = qHTS Assay for Inhibitors of Leishmania Mexicana Pyruvate Kinase (LmPK); hit rate 0.37% among 290,000; purified LmPK, Kinase-Glo ATP luminescence, 1 h; Potency, µM (highest dose often 57.5 µM), for inactives: top-dose activity change, negative = inhibition, actives largely listed as inhibitors; Q27686; note: potency is the fitted concentration of half-maximal effect
# Target sequence (Q27686 whole entry, looked up): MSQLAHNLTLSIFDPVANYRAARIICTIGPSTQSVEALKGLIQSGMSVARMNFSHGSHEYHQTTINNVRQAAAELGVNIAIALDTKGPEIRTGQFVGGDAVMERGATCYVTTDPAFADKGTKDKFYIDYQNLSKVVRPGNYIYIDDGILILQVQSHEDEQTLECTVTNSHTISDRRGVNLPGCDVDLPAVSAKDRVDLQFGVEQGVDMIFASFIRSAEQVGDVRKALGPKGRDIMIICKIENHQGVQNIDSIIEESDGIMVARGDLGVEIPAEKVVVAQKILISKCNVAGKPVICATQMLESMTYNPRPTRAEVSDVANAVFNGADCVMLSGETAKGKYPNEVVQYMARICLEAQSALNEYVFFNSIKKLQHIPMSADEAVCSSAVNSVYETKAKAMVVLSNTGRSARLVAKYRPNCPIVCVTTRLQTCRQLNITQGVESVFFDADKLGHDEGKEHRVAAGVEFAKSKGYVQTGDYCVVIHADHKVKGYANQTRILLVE
#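 Kinase-Glo luminescence read after 1 h RT reaction of 0.1 nM LmPK with 0.5 mM PEP and 0.1 mM ADP. Activity scaled between uninhibited and enzyme-free controls.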
# AMA1-RON2 inh = qHTS for Inhibitors of AMA1-RON; Towards Development of Antimalarial Drug Lead: Primary Screen; Plasmodium falciparum AMA1 (3D7) - RON2 peptide interaction; AlphaScreen AMA1-biotinylated RON2 peptide binding; Potency, µM (series often up to 58.2 µM), inactives show at the highest dose activity change, negative = inhibition, most hits filed as inhibitors; hit rate 0.2% among 360,000; AID 720542, 2013;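 note: potency is the fitted concentration of half-maximal effect; 0% = vehicle wells and -100% = peptide control; nearly all actives have a fitted effect of over 45% in size; some results filed as inactive show a strong effect at the top dose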
#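 AMA1 (3D7) with his tag at 25 nM final met compounds first, then biotinylated RON2 peptide at 25 nM; detection used donor plus acceptor beads, 10 µg/mL apiece, read by AlphaScreen after 30 min at room temperature.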
# AmpC inh no detg = qHTS Inhibitors of AmpC Beta-Lactamase (assay without detergent) | hit rate 0.52% among 330,000 | AID 485341, 2010 | Potency, µM (titrated, usually from 57.1 µM), without a hit: at the highest dose activity change, negative = inhibition, actives largely listed as inhibitors | AmpC nitrocefin hydrolysis, absorbance 480 nm, 0.0001% Triton | P00811;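 note: potency is the fitted concentration of half-maximal effect; plate controls were no compound for no effect and no enzyme for full effect; nearly all actives have a fitted effect of over 20% in size; some results filed as inactive show a strong effect at the top dose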
#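 20 mM phosphate pH 7.0 + 0.01% (detergent screen) or 0.0001% Triton X-100; 5.3 nM AmpC reagent; cpd preinc 15 min RT; nitrocefin (800 uM stock) to start; A480 q20 s × 4 min; Activity was normalised to no-enzyme and no-compound control wells.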
# TbPYK inhibitor = qHTS of Trypanosoma Brucei Inhibitors; pyruvate kinase (Trypanosoma brucei), Q57TT1; TbPYK enzyme, Kinase-Glo Plus ATP luminescence, 45 min; Potency, µM (highest dose often 76.8 µM), inactives show at the highest dose activity, negative = inhibition, usual class: inhibitors; hit rate 0.12% among 410,000; AID 624173, 2012; note: potency is the fitted concentration of half-maximal effect; nearly all actives have a fitted effect of over 50% in size
#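 TbPYK + substrate in 50 mM TEA pH 7.2, 100 mM KCl, 10 mM MgCl2, 0.05% BSA, 0.01% Tween-20; cpd pinned; ADP 130 uM final; 45 min RT; Kinase-Glo Plus 10 min; luminescence endpoint.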
# Active calls of the source: *; ? = inconclusive; . = no result given; [ ] = another dose, or the depositor's remark. Unless noted, calls come from the whole dose curve; as a rule, active = well fitted curve in the direction sought with a large enough effect; inconclusive = small, poorly fitted or top-dose-only effect, or another doubt; inactive = no such curve, though single readings can be large; an effect the other way counts as inactive or inconclusive. Unless noted, % is set by controls: 0 for no effect and ±100 for the full control effect.
no.	Compound	Sm TGR block	AmpC inh detg	HCMV antiviral	LmPK inhibitor
1	Cc1ccc(NCc2cc3cc4c(cc3n(CC(=O)Nc3ccc(C)cc3)c2=O)OCCO4)cc1	45µM*	10%	78	.
2	Oc1c(Br)cc(C=Nc2ccc3nc(-c4ccccc4)[nH]c3c2)c(O)c1Br	18µM*	4%	86	5%
3	CON(C)c1nc(C2CCCCC2)c2cc(C)ccc2n1	.	.	13	.
4	CC1Sc2ccc(C#N)cc2N(Cc2cccc(C(F)(F)F)c2)C1=O (stereo not given)	.	.	?	.
5	O=C1CCC2=C(CCCC2=O)N1	29%	-2%	-39	-6%
6	CC1Sc2ccc(S(=O)(=O)N3CCC(C(=O)NCC(C)c4ccccc4)CC3)cc2NC1=O (stereo not given)	1%	-1%	12	-1%
7	COc1ccc(N(CC(=O)Nc2cccc(N(C)S(C)(=O)=O)c2)S(=O)(=O)c2ccc(C)cc2)cc1	6%	-9%	-30	0%
8	CCCCNC(=S)NCCN1CCCCC1	0%	-4%	20	-1%
9	COc1ccc(CN2CCN(C(C)C)C(CCO)C2)cc1Cn1cncn1 (stereo not given)	-16%	-5%	-26	5%
10	CN(C)S(=O)(=O)c1ccc(NC(=O)c2cc3ccccc3o2)cc1	5%	-14%	-12	-2%

no.	AMA1-RON2 inh	AmpC inh no detg	TbPYK inhibitor
1	.	.	6%
2	41%[activator]	-36%	-9%
3	0%	.	2%
4	9%	.	-1%
5	-1%	-14%	-5%
6	16%	2%	-1%
7	-7%	-3%	-2%
8	-20%	-16%	7%
9	-12%	-13%	-2%
10	5%	-48%	-6%

# Other records
no.	Compound	Sm TGR block	AmpC inh detg	HCMV antiviral	LmPK inhibitor
11	CC(=O)c1cccc(OCC(=O)N(C)CC(=O)NCc2ccco2)c1	.	.	-8	.
12	COC(=O)C1=C(c2ccccc2)C[C@@H]2CC[C@H]1N2C(=O)NC1CC1	.	.	-14	.
13	CCOC(=O)CC1C(=O)NCCN1C(=O)Nc1ccccc1 (stereo not given)	3%	?	-5	-7%
14	CCCCN(c1ccccc1)c1ncnc2c1cnn2-c1ccc(Cl)cc1	3%	2%	?	.
15	COc1c(Cl)cc(-c2noc(C)c2C(=O)NC(C)C)cc1Cl	-2%	-12%	-17	-3%
16	CCCS(=O)(=O)N1CCC(C(=O)N2CCOCC2)CC1	5%	0%	-25	-3%
17	O=c1cc(NCC2CCCO2)[nH]c(=O)n1-c1ccc(Cl)cc1 (stereo not given)	-12%	0%	-1	4%
18	CC(C)NC(=O)c1noc2cc([N+](=O)[O-])ccc12	11%	0%	13	-2%
19	NS(=O)(=O)c1ccc(CCNCC(=O)NCc2ccccc2Cl)cc1	-31%	-12%	-8	-2%
20	Cc1nc(NC(=O)c2ccc(Br)o2)sc1C	-8%	1%	102	16µM*

no.	AMA1-RON2 inh	AmpC inh no detg	TbPYK inhibitor
11	-6%	26%	10%
12	-6%	.	-5%
13	3%	-21%	-3%
14	.	.	-1%
15	-5%	2%	-4%
16	-6%	-5%	4%
17	-4%	-11%	0%
18	-7%	-13%	1%
19	?	-10%	16%
20	4%	-18%	-7%

# More records.
no.	Compound	Sm TGR block	AmpC inh detg	HCMV antiviral	LmPK inhibitor
21	Cc1c(C(c2ccccc2)c2c(C)n(C)n(-c3ccccc3)c2=O)c(=O)n(-c2ccccc2)n1C	-16%	4%	0	-6%
22	COc1ccc(NC(=O)COC(=O)CN2C(=O)NC(C)(C)C2=O)cc1	-3%	4%	61	.
23	O=C(/C=C/c1ccc(OC(F)F)cc1)OCC(=O)N1CCC(c2ccccc2)=N1	-15%	-13%	-35	.
24	O=C1c2oc3ccccc3c(=O)c2C(c2ccccc2F)N1Cc1ccc2c(c1)OCO2 (stereo not given)	-1%	24%	20	.
25	NNC(=O)c1cn2ccccc2n1	3%	-6%	-14	1%
26	CC(C)CCc1noc(CN2CCC(CCN3CCCC3=O)CC2)n1	-2%	-9%	-27	-5%
27	CN1C[C@@H]2[C@@H]3C(=O)N(Cc4ccccc4)C(=O)[C@@H]3[C@](Cc3ccccc3)(C1=O)N2C(=O)c1ccc(Cl)c(Cl)c1	.	.	33	.
28	O=C(NCc1cnc2ccccn12)C1CCC(=O)N(Cc2ccccc2F)C1 (stereo not given)	0%	-1%	28	-6%
29	COc1ccc(NC(=O)C2Cc3ccccc3N2C(=O)c2ccccc2)cc1OC (stereo not given)	-15%	?	11	.
30	Cc1oc2ccc(O)c(CN3CCOCC3)c2c1C(=O)c1ccc(Cl)cc1	10%	14%	-35	3%

no.	AMA1-RON2 inh	AmpC inh no detg	TbPYK inhibitor
21	-3%	17%	-9%
22	12%	-11%	0%
23	-12%	1%	0%
24	.	.	-5%
25	73%[activator]	-8%	0%
26	-9%	-1%	1%
27	0%	.	-2%
28	-4%	6%	-5%
29	.	.	4%
30	-12%	33%	6%

# More records
no.	Compound	Sm TGR block	AmpC inh detg	HCMV antiviral	LmPK inhibitor
31	O=C(NN=C1CCCC1)c1ccc(Br)cc1	-16%	-4%	60	-4%
32	Cc1ccc2nc(-c3ccc(NC(=O)CN(c4ccccc4C)S(C)(=O)=O)cc3)sc2c1	5%	-8%	5	0%
33	Nc1nnnn1/N=C\c1ccc(Cl)c([N+](=O)[O-])c1	-4%	-4%	3	-3%
34	COc1ccc(N(CC(=O)N2CCOCC2)S(C)(=O)=O)cc1OC	-22%	2%	5	6%
35	COc1ccc(OCCn2cncn2)cc1	?	?	8	-2%
36	N#Cc1ccc(NC(=O)COC(=O)c2ccc(F)c(S(=O)(=O)N3CCOCC3)c2)cc1	-20%	-2%	0	.
37	Cc1ccc(Cc2c(-c3cccc(Br)c3)nc3c(Cl)cc(C(F)(F)F)cn23)cc1	.	.	4	.
38	CN(C)CCN1CCN(c2cc(-c3cccc(Cl)c3)nc3ccnn23)CC1	.	.	15	.
39	CC[C@@H]1C/C=C\Cc2ccccc2[C@@H](C(=O)C[C@@H](O)CC(C)=O)OC1=O	.	.	-10	.
40	O=C(NCc1ccccc1)c1ccc(S(=O)(=O)NCc2ccco2)cc1	-21%	-13%	-2	-1%

no.	AMA1-RON2 inh	AmpC inh no detg	TbPYK inhibitor
31	30%[activator]	-23%	2%
32	10%	-4%	1%
33	-6%	-3%	-4%
34	-7%	2%	-4%
35	?	-12%	2%
36	-14%	-33%	-7%
37	3%	.	-4%
38	12%	.	-13%
39	-4%	-3%	-3%
40	0%	-27%	-6%

# The list goes on:
no.	Compound	Sm TGR block	AmpC inh detg	HCMV antiviral	LmPK inhibitor
41	CCOC(=O)C1CCCN(S(=O)(=O)c2cccc3nsnc23)C1 (stereo not given)	4%	-14%	-32	3%
42	O=C(COc1ccccc1)N/N=C/c1ccc(O[C@@H]2O[C@H](CO)[C@@H](O)[C@H](O)[C@H]2O)cc1	1%	?	-38	-1%
43	Cc1cccc(NC(=O)CSc2nnnn2C)n1	4%	-4%	-17	3%
44	Cc1ccsc1CNn1cnnc1SCc1ccccc1F	6%	?	43	1%
45	CCOc1ccc(Cl)cc1-c1cc(C(=O)NCC2CCCCC2)[nH]n1	.	.	18	.
46	CC(=O)Nc1ccc(NC(=O)CSc2nnc3ccc(-c4ccccn4)nn23)cc1	-4%	-14%	7	.
47	CC(=O)Nc1ccc(/C=C/C(=O)c2ccc3c(c2)OCCO3)cc1	0%	?	-13	-2%
48	CC(C)(O)C#Cc1ccc(CN2CCN(C3CCCC3)C(CCO)C2)cc1 (stereo not given)	-10%	-7%	0	1%
49	Cn1c2ccccc2c2nnc(SC3CCOC3=O)nc21 (stereo not given)	-28%	?	24	-1%
50	COc1ccc(-c2cc(C(F)(F)F)n3nc(C(=O)N4CCCCC4)cc3n2)cc1OC	13%	-8%	-36	6%

no.	AMA1-RON2 inh	AmpC inh no detg	TbPYK inhibitor
41	-6%	-6%	-1%
42	8%	-17%	-1%
43	-9%	-21%	-2%
44	2%	-2%	-7%
45	-4%	.	-1%
46	1%	-12%	-2%
47	-4%	-4%	2%
48	68%[activator]	6%	-7%
49	3%	-9%	-4%
50	-10%	19%	3%

# Whole records as entered above. Screens in order: Sm TGR block	AmpC inh detg	HCMV antiviral	LmPK inhibitor	AMA1-RON2 inh	AmpC inh no detg	TbPYK inhibitor
# Listed for `Cc1oc2ccc(O)c(CN3CCOCC3)c2c1C(=O)c1ccc(Cl)cc1` : 10%	14%	-35	3%	-12%	33%	6%
# Listed for `COc1ccc(NC(=O)COC(=O)CN2C(=O)NC(C)(C)C2=O)cc1` : -3%	4%	61	.	12%	-11%	0%
# Listed for `CN(C)CCN1CCN(c2cc(-c3cccc(Cl)c3)nc3ccnn23)CC1` : .	.	15	.	12%	.	-13%
# Listed for `COc1ccc(N(CC(=O)Nc2cccc(N(C)S(C)(=O)=O)c2)S(=O)(=O)c2ccc(C)cc2)cc1` : 6%	-9%	-30	0%	-7%	-3%	-2%
# Listed for `Cc1ccc(NCc2cc3cc4c(cc3n(CC(=O)Nc3ccc(C)cc3)c2=O)OCCO4)cc1` : 45µM*	10%	78	.	.	.	6%

# Remaining list, next part.
no.	Compound	Sm TGR block	AmpC inh detg	HCMV antiviral	LmPK inhibitor
51	O=C(CC(=O)OCc1ccccc1)OCc1ccccc1	.	.	-8	.
52	O=C(C[n+]1ccc(C(=O)NCc2ccccc2)cc1)c1ccc(F)cc1	.	.	33	.
53	O=C(CSc1nnc(CNC(=O)c2c(F)cccc2Cl)o1)NCc1ccc(F)cc1	-2%	2%	-27	-9%
54	O=C1NC(=Nc2ccccc2)SC1(CO)CO	-19%	?	40	-4%
55	CC(=O)c1cccc(NC(=O)C(C)OC(=O)CN2C(=O)NC(C)(C)C2=O)c1 (stereo not given)	-6%	6%	16	.
56	CC(Cc1ccccc1)NC(=O)c1ccc(N)cc1 (stereo not given)	-1%	-16%	131	-8%

no.	AMA1-RON2 inh	AmpC inh no detg	TbPYK inhibitor
51	15%	.	-3%
52	7%	.	-1%
53	22%	-14%	1%
54	7%	-4%	2%
55	1%	-12%	2%
56	2%	-12%	-2%
